Compound activity as filed in PubChem BioAssay.
MITF primary: human MITF inhibition, primary screen. O75030. AlphaScreen MITF homodimerization, bead proximity signal. inhibition, % at 2.6 µM. actives 0.91% (n = 650,000); in the data active means inhibition above about 50%;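 further: 0% = vehicle wells with protein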
FBW7 act: human FBW7 E3 ligase activation, primary screen. normalized activity (activation), % at 26.1 µM. AlphaScreen FBW7–phospho-cyclin E peptide binding, activator screen. actives 0.13% (n = 650,000); in the data active means normalized activity above about 1.9%;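 further: purified mutant Fbw7 with reduced substrate affinity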
Target sequence (Q969H0 whole entry, looked up): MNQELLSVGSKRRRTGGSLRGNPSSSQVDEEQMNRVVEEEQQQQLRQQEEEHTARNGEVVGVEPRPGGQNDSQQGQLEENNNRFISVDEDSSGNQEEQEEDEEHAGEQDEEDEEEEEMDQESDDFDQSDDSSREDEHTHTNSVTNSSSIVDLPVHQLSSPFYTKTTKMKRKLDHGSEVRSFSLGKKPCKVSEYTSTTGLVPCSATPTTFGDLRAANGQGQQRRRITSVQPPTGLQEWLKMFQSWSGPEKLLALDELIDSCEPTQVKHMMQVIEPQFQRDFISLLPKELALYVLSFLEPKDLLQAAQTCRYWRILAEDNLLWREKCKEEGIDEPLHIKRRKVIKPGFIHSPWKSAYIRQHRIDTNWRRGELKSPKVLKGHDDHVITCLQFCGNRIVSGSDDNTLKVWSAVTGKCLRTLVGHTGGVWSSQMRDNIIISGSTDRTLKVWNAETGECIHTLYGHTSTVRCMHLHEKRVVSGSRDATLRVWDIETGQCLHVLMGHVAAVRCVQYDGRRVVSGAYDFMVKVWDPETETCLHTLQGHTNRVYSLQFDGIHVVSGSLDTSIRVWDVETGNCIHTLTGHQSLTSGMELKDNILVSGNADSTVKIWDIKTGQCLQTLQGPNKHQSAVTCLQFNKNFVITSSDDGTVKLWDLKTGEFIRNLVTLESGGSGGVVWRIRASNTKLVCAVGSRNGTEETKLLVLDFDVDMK
GPR151 activ: human GPR151 activation. Q8TDV0. PathHunter beta-arrestin GPR151 cells, luminescence. activation, % at 11.2 µM. actives 1% (n = 650,000); in the data active means activation above about 4.9%;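 further: 0% = median of compound wells and 100% = cells with positive control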
Target sequence (Q8TDV0 whole entry, looked up): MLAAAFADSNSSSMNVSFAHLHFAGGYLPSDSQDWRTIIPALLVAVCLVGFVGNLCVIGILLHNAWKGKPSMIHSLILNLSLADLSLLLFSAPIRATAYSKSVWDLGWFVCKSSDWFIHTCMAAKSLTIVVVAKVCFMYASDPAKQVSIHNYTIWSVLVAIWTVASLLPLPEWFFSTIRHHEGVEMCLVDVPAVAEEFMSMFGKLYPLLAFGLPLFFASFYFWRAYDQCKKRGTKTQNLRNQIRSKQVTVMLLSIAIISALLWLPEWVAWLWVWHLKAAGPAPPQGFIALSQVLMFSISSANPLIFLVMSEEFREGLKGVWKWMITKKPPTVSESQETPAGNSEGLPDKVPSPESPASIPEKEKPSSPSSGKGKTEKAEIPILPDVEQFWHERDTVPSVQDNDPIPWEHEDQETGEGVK
TEAD-YAP inh: TEAD-YAP interaction inhibition; HEK-TIYL cells, TEAD-Gal4/YAP UAS-luciferase luminescence; inhibition, % at 9.12 µM; actives 1.4% (n = 640,000); in the data active means inhibition above about 32%;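 further: 0% = median of test compound wells and 100% = reference inhibitor wells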
* hit, by the source's call; & = joins results of further samples.

SMILES | MITF primary | FBW7 act | GPR151 activ | TEAD-YAP inh
Cc1cc(C)cc(OCC(=O)NNC(=O)COc2ccc(Cl)cc2)c1 | 2.6 | 0.1 | -0.2 | 14.7
COc1cc([N+](=O)[O-])ccc1NC(=O)Cc1ccc(Br)cc1 | 13.2 | -0.1 | 0.1 | -1.8
N#C/C(=C\c1cccnc1)C(=O)Nc1cccc(Cl)c1 | -8.5 | 0.0 | 0.0 | -2.3
Cc1cc(C)c2nc(NC(=O)COc3cc(C)c(Cl)c(C)c3)sc2c1 | 9.7 | 0.2 | 2.6 | 5.3
Nc1c(C(=O)N2CCOCC2)sc2nc(-c3ccccc3)cc(C(F)(F)F)c12 | 5.6 | 2.8* | -1.4 | -9.1
CCOC(=O)C1=C(C)NC2=C(C(=O)CC(C)(C)C2)C1c1ccc(O)c([N+](=O)[O-])c1 (stereo not given) | 4.2&3.9 | -0.1&0.0 | 0.0&0.1 | 10.7&10.5
O=C(/C=C/c1ccccc1Cl)NC(=S)NNC(=O)c1cccs1 | 11.2 | -0.1 | 4.6 | -50.6
CC1CC(C)CN(CCCNS(=O)(=O)c2ccc3c(c2)CCN3C(=O)C2CC2)C1 (stereo not given) | -3.4 | -0.2 | 0.4 | 7.8
Oc1ccc(CCNc2ncnc3nc(-c4csc5ccccc45)[nH]c23)cc1 | -1.3 | 0.0 | 2.5 | 23.3
O=C(NC1CC1)c1ccc(-c2nc3ncnc(NCCN4CCOCC4)c3[nH]2)cc1 | 8.1 | -0.1 | 2.1 | -1.4
CC1CCN(C(=S)NC2CCCCC2)CC1 | 9.2 | 0.0 | 2.4 | -5.1
O=C(O)CCCN1C(=O)/C(=C\c2ccc(OC(F)F)cc2)SC1=S | 7.5 | 0.1 | 2.4 | 58.8*
CC1(O)CCOCC1SC1CCCCC1 (stereo not given) | 3.2 | -0.2 | -0.6 | 7.8
CCN(CC)S(=O)(=O)c1ccc(Nc2ccccc2OC)c(N)c1 | -3.6 | -0.2 | 2.6 | 4.8
CCN(CC)c1ccc(/C=C2\C(=O)N(c3c(Cl)cc(Cl)cc3Cl)N=C2NC(=O)c2cccc([N+](=O)[O-])c2)cc1 | 23.8 | -0.2 | 1.0 | 10.1
CC(C)(C)c1ccc(C2C(C(=O)/C=C/c3ccco3)=C(O)C(=O)N2CCCn2ccnc2)cc1 (stereo not given) | 4.5 | -0.2 | 0.2 | -9.0
O=C(NCCN1CCOCC1)c1ccc([N+](=O)[O-])cc1Cl | -4.5 | 0.2 | 2.9 | -1.2
O=C(CSc1ccc(Br)cc1)NCc1ccccc1 | 1.9 | 0.1 | 1.4 | -5.3
O=[N+]([O-])c1ccc(CSc2nnc(Cc3ccccc3)o2)cc1 | 14.2 | 0.0 | 0.3 | 11.0
O=C(NCCO)c1cccc(-c2ccc(N3CCOCC3)nc2)c1 | 3.1 | 0.1 | -5.2 | -29.7
O=C(C[n+]1ccn(-c2ccccc2)c1)c1ccc([N+](=O)[O-])cc1 | -0.4 | 0.1 | 1.5 | 9.5
CC[C@@H]1NC(=O)[C@@H]2C[C@H](NC(=O)c3cc(F)cc(F)c3)CN2C1=O | 8.4 | 0.7 | -1.2 | -2.4
O=[N+]([O-])c1ccc2nc[nH]c2c1 | 0.2 | 0.0 | -1.5 | -1.9
O=C(Nc1ccncc1)OC1CCN(C(=O)[C@@H](O)COc2ccc(Br)cc2)CC1 | -4.3 | 0.5 | -0.6 | -3.2
Cc1ccc(-n2nc3ccc(NC(=S)NC(=O)c4cc5ccccc5o4)cc3n2)cc1 | -1.2 | -0.1 | 0.2 | -7.8
CC(=O)NC(c1ccc(Cl)cc1)C1CCCCC1=O (stereo not given) | 7.5 | 0.0 | -0.1 | 4.3
COc1cc(Nc2nc(Nc3ccccc3)c3[nH]cnc3n2)cc(OC)c1OC | 11.4 | 0.0 | -2.0 | 20.3
CCOC(=O)c1c(NC(=O)CSc2nnc(CNC(=O)Cc3ccccc3)n2-c2cccc(C)c2)sc2c1CCC2 | 5.6 | -0.1 | -1.4 | 2.0
OCCC1CN(Cc2ccc(CO)o2)CCN1Cc1ccccc1 (stereo not given) | 9.9 | 0.2 | 4.6 | 5.9
COc1ccc(N=Cc2ccccc2OCC#N)cc1 | 17.0 | 0.8 | -1.3 | 2.5

Arranged by count of non-hydrogen atoms (falling): part of the list above
SMILES | MITF primary | FBW7 act | GPR151 activ | TEAD-YAP inh
CCOC(=O)c1c(NC(=O)CSc2nnc(CNC(=O)Cc3ccccc3)n2-c2cccc(C)c2)sc2c1CCC2 | 5.6 | -0.1 | -1.4 | 2.0
O=C(Nc1ccncc1)OC1CCN(C(=O)[C@@H](O)COc2ccc(Br)cc2)CC1 | -4.3 | 0.5 | -0.6 | -3.2
O=C(NCCO)c1cccc(-c2ccc(N3CCOCC3)nc2)c1 | 3.1 | 0.1 | -5.2 | -29.7
O=C(C[n+]1ccn(-c2ccccc2)c1)c1ccc([N+](=O)[O-])cc1 | -0.4 | 0.1 | 1.5 | 9.5
O=[N+]([O-])c1ccc2nc[nH]c2c1 | 0.2 | 0.0 | -1.5 | -1.9

(cont.)
SMILES | MITF primary | FBW7 act | GPR151 activ | TEAD-YAP inh
Cc1ccc(OCC(=O)NCCN2CCOCC2)c(Br)c1 | 3.3 | 0.2 | 0.1 | -7.2
COc1cccc(C2NC(=O)NC(C)=C2C(=O)Nc2ccc(Cl)cc2)c1OC (stereo not given) | 0.9 | -0.1 | 1.9 | 10.4
O=C(Nc1ccc2[nH]ncc2c1)[C@H]1CCCN1C(=O)C(O)c1ccc(Br)cc1 (stereo not given in full) | 15.8&13.4 | 0.2&0.2 | -1.6&-0.2 | 7.0&7.2
O=C(c1ccc(S(=O)(=O)c2ccccc2Cl)c([N+](=O)[O-])c1)N1CCCCC1 | -8.2 | 0.3 | -1.5 | 0.0
Cc1cc(C)c2c(=O)cc(C)[nH]c2c1 | -9.3 | 0.1 | -0.6 | -8.8
O=Cc1ccc(Sc2nnc(Cc3ccccc3)o2)c([N+](=O)[O-])c1 | -0.8 | 0.0 | 2.8 | 0.9
O=C(c1ccccc1)c1coc2ccc(O)c(CN3CCOCC3)c12 | 7.3 | -0.1 | -0.4 | -5.7
CNC(=O)c1cc(Nc2nnc(-c3ccccc3)c3ccccc23)ccc1OC | 3.5 | 0.0 | -0.5 | -9.9
O=C1c2ccc([N+](=O)[O-])cc2C(=O)N1CNc1cccc(F)c1 | 6.5 | 0.1 | -1.0 | 5.8
CCOC(=O)Cc1ccc(NC(=O)N2CCCC(CN3CCc4ccccc4C3)C2)cc1 (stereo not given) | 4.9 | -0.2 | -0.3 | 5.7
COc1ccc2cc(/C=N/NC(=O)CN3CCCCC3)c(Cl)nc2c1 | 12.3 | -0.1 | 0.4 | -4.5
CC(=O)N(C1CCCC1)C1CC(=O)N(c2ccc(Cl)cc2)C1=O (stereo not given) | -15.1 | 0.1 | -1.3 | -1.3
Cc1ccc(O)c(/C=N/NC(=O)CNc2cccc3ccccc23)c1 | 19.5 | 0.2 | 0.6 | 16.9
C#CCn1c(=NC(=O)c2cccs2)sc2cc(S(N)(=O)=O)ccc21 | -8.1 | 0.0 | 1.7 | -4.8
OC[C@@H]1CCCN1c1ccnc2c(-c3cccc4ccccc34)cnn12 | -14.3 | 0.0 | -1.1 | -40.1
CC(C)c1nnc2n1CCN(C(=O)c1cn3cc(Cl)ccc3n1)CC2 | -1.5 | -0.1 | -0.8 | 4.4
COC(=O)c1ccc(CNC(=O)CN2Cc3ccccc3OC(C)C2)cc1 (stereo not given) | 3.9 | 0.2 | -0.5 | -1.7
CCOc1ccc(CN2CCN(Cc3ccc(OC)cc3OC)CC2)cc1 | 68.4* | 0.7 | 1.5 | 19.1
Cc1cc(C(=O)COC(=O)c2ccc(S(=O)(=O)NCc3ccco3)cc2)c(C)n1C | 9.8 | -0.1 | 2.2 | -7.5
C=CCn1c(SCC(=O)Nc2ccc(CC)cc2)nnc1-c1cccnc1 | -11.7 | -0.1 | 0.1 | 9.9
CCC(=O)N1CCN(c2ccc([N+](=O)[O-])cc2)CC1 | -3.3 | 0.0 | 1.2 | 3.2
CCCN1CCCc2cc(CN3CCc4nnc(C(C)NC(=O)C(C)C)n4CC3)ccc21 (stereo not given) | -0.7 | 0.0 | 1.1 | 3.4
CC(=O)c1ccc(NCN2C(=O)c3ccc([N+](=O)[O-])cc3C2=O)cc1 | -11.6 | 0.1 | -0.8 | -7.8
CCC(=O)N1CCCc2ccc(NC(=O)CCc3ccc(OC)cc3)cc21 | -3.5 | -0.2 | 0.3 | 3.9
O=[N+]([O-])c1ccc(S(=O)(=O)NCC(c2ccc3c(c2)OCO3)N2CCOCC2)cc1 (stereo not given) | 8.3 | -0.2 | 0.5 | -8.8
COc1cccc(-n2c(N)c(C(=O)Nc3ccc(C)cc3)sc2=S)c1 | -7.9 | -0.1 | 0.9 | -13.7
Cc1ccc(N2C(=O)c3cccnc3C2=O)cc1C | 36.7 | -0.3 | 1.5 | -4.1
O=C(NCC1CCCO1)C(=O)NCC(c1ccco1)N1CCOCC1 (stereo not given) | 2.4 | 0.0 | 1.4 | -5.1
COc1cc([N+](=O)[O-])cc(/C=C2\SC(=S)N(CC(C)C)C2=O)c1O | 6.2 | -0.1 | 0.4 | 7.7
O=C1OC(c2ccc(Br)cc2)OC(c2ccccc2)=C1c1ccccc1 (stereo not given) | 3.2 | -0.1 | 1.0 | -7.3
Cc1ccc(C(=O)N2N=C(c3ccc4ccccc4c3)CC2c2ccccc2)cc1 (stereo not given) | -2.6 | -0.1 | 1.3 | -7.5
NC(=O)c1ccc(C2SCC(=O)N2Cc2ccccc2)cc1 (stereo not given) | -3.8 | -0.1 | -0.5 | -6.0
O=C(CSc1cccc2cccnc12)NCC1CCCO1 (stereo not given) | -5.1 | -0.1 | -0.1 | -5.0
COC(=O)C1=C(O)C(C(=O)OC)C(c2ccccc2)C(C#N)(C#N)C1c1ccc(C)cc1 (stereo not given) | 4.2 | -0.1 | 0.6 | 11.6
O=S(=O)(NCCc1csc2nc(-c3ccc(F)cc3)nn12)c1ccccc1 | -14.0 | -0.3 | -0.9 | 1.0
O=C1CSC(=Nc2ccc(-c3ccccc3)cc2)N1 | -0.8 | -0.1 | 0.5 | 3.5
O=[N+]([O-])c1ccc2[nH]c3ccc(Cl)cc3c2c1 | 1.2 | -0.1 | 0.4 | 0.5
CCN(CC)S(=O)(=O)c1cccc2c(S(=O)(=O)N(CC)CC)cccc12 | -3.7 | 0.0 | 0.5 | 5.0
CC(C)CC(=O)NC(NCC1CCCO1)C(Cl)(Cl)Cl (stereo not given) | 17.3 | 0.4 | 0.3 | -5.6
Cc1ccc(Cl)c(OCC(=O)N2CCCCCC2)c1 | 16.1 | 0.1 | 1.9 | -22.2
COc1cc(C(=O)Nc2nc3ccccc3s2)c(Br)c(OC)c1OC | 19.9 | 0.6 | 1.3 | -64.1
CN1C(=O)C(C)(C)c2cc(S(=O)(=O)N(C)CC(=O)N3CCc4ccccc4C3)ccc21 | -2.5 | -0.2 | 0.2 | -1.1
C/C(=N\Nc1ccc(C(F)(F)F)cn1)c1ccc(S(=O)(=O)NCc2ccco2)cc1 | 1.6 | 0.1 | -1.1 | -21.3
Cc1sc2ncnc(SCC(=O)OCC(C)C)c2c1C | 18.3 | 0.9 | 0.9 | 4.8
COc1ccc2oc(=O)c(C(=O)Nc3ccc(Br)cc3)cc2c1 | -3.2 | -0.1 | 0.8 | -2.5

In the list so far, these have a cyano group.
SMILES | MITF primary | FBW7 act | GPR151 activ | TEAD-YAP inh
N#C/C(=C\c1cccnc1)C(=O)Nc1cccc(Cl)c1 | -8.5 | 0.0 | 0.0 | -2.3
COc1ccc(N=Cc2ccccc2OCC#N)cc1 | 17.0 | 0.8 | -1.3 | 2.5
COC(=O)C1=C(O)C(C(=O)OC)C(c2ccccc2)C(C#N)(C#N)C1c1ccc(C)cc1 (stereo not given) | 4.2 | -0.1 | 0.6 | 11.6

Further compounds.
SMILES | MITF primary | FBW7 act | GPR151 activ | TEAD-YAP inh
Cc1ccc(NC(=O)Cc2ccc(NC3=NC4CS(=O)(=O)CC4S3)cc2)cc1 (stereo not given) | 10.6 | 0.1 | 1.4 | -3.7
c1ccc2[nH]c(CCCCc3nc4ccccc4[nH]3)nc2c1 | -3.4 | -0.1 | -1.0 | -5.8
COc1cc(OC)cc(C(=O)N2CCN(C3CC4CCC3C4)CC2)c1 (stereo not given) | 23.1 | -0.2 | 0.7 | -0.1
CCOC(=O)c1sc2ncnc(NCc3ccccc3)c2c1C | 4.2 | 0.2 | 0.4 | 6.1
CCOc1cc(C2N3CCc4ccccc4C3CN2S(=O)(=O)c2ccccc2)ccc1OC (stereo not given) | -16.0 | 0.1 | 1.9 | 1.5
CCOc1cc(N(CC)CC)ccc1/C=C(\C#N)c1[nH]nc(N)c1C#N | 10.6 | -0.2 | 1.0 | -7.0
CC1CCCCC1NC(=O)CSc1ncnc2sccc12 (stereo not given) | 2.9 | 0.0 | 2.6 | -5.2
COc1ccc(Sc2nc3ccccc3n3c(C)nnc23)cc1 | -16.1 | 0.1 | -0.1 | 1.0
CC(NC(=O)C(NC(=O)OC(C)(C)C)C(C)C)C(N)=O (stereo not given) | 5.5 | 0.6 | 0.0 | -0.1
O=Cc1ccc(Oc2ccc(Cl)cc2[N+](=O)[O-])cc1 | -0.9 | -0.3 | -0.6 | -1.7
CC1(C)c2ccccc2CN2C(=O)OC3(C)CCC1C23C (stereo not given) | 20.1 | 0.5 | -0.1 | 3.0
O=C1NC(=S)NC(=O)C1=CN1CCc2ccccc21 | 9.6 | -0.1 | 0.0 | 4.8
COC(=O)c1ccc(-c2c(C(F)(F)F)oc3cc(OC(C)=O)ccc3c2=O)cc1 | -9.8 | 0.0 | -0.2 | -12.1
COc1cccc(NC(=O)c2ccc(N3CCc4ccccc4C3)c([N+](=O)[O-])c2)c1 | 3.9 | -0.3 | -0.7 | -15.2
